Screens (PubChem BioAssay)
m5-HT2A agonist: mouse HTR2A agonism via beta-arrestin recruitment; 360,000 tested, 0.66% active; CHO-K1 mHTR2A beta-arrestin complementation, luminescence; percent of 30 µM serotonin response; AID 624169; activation, % at 7.6 µM;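 active means activation above a run cutoff, the mean activation of all tested compounds plus 3 SD, cut at about 14% in these data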;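 further: 0% = plate median of compound wells and 100% = 30 µM serotonin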
N-glyco inh: blocks N-linked glycosylation in D54 reporter cells. 360,000 tested, 0.23% active. reporter increase, % at 12.5 µM. D54 ERlucT glycosylation luciferase reporter, 24 h; percent of 100 nM tunicamycin response;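 active means mean luciferase reporter signal, scaled so untreated is 0 and the glycosylation-blocking control 100, at or above a set limit in every replicate; inconclusive means mean reaches the limit but not every replicate does; inactive means mean below the limit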;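 further: luciferase carries N-glycosylation sites so blocking glycosylation raises the light; 0% = median of neutral control wells and 100% = median of 100 nM tunicamycin wells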
CaV13 ICDI inh: Disruptors of the CACNA1D IQ motif to Ca2+-dependent inactivation inhibitor domain association, primary screening, Förster resonance energy transfer in intact living …; 340,000 tested, 0.098% active; AID 743397; HEK cells, CFP/YFP FRET ICDI-IQ, plate reader, 10 min; percent FRET-ratio fall versus neutral wells; inhibition, % at 12.3 µM;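 active means mean replicate inhibition of at least 30% and at least 1% of replicates passing that level; inconclusive means only one of the two criteria is met; inactive means neither criterion is met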;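 further: 0% = median of the neutral control wells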
H9c2 protect: modulators protecting cardiomyocytes from myocardial damage | H9c2 cardiomyocytes, H2O2 injury protection, ATPLite, 2 h | 360,000 tested, 0.63% active | AID 588492 | protection from H2O2 cell death, % at 20 µM;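 active means compounds giving at least 50% protection of heart cells from peroxide-induced death in the single-dose screen, raw or plate-pattern-corrected value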;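 further: 0% = DMSO wells with peroxide and 100% = DMSO wells without peroxide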
ABCB6 inh MLPCN: inhibitors of human ABC transporter ABCB6. K562-ABCB6 porphyrin accumulation, flow cytometry, 1 h; hits give low values. fluorescence ratio to DMSO, % at 10 µM. 360,000 tested, 0.19% active. AID 602162;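 active means fluorescence ratio to DMSO below 75%, the collection mean minus 3 SD; inconclusive means too few cells collected in the well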;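 further: signal is porphyrin accumulated inside mitochondria; 100% equals median channel fluorescence of DMSO control wells; lower ratio means ABCB6 inhibition with less porphyrin fluorescence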
PDI inh: inhibitors of human protein disulfide isomerase. PDI insulin aggregation turbidity, A650, 90 min. inhibition, % at 10 µM. 350,000 tested, 0.052% active;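 active means mean inhibition across replicates of 30% or more, whatever share of single replicates reach that level; inconclusive means mean inhibition below 30% while every single replicate reaches 30%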;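 further: absorbance from insulin aggregation driven by PDI reduction with DTT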
Target sequence (P07237 whole entry, looked up): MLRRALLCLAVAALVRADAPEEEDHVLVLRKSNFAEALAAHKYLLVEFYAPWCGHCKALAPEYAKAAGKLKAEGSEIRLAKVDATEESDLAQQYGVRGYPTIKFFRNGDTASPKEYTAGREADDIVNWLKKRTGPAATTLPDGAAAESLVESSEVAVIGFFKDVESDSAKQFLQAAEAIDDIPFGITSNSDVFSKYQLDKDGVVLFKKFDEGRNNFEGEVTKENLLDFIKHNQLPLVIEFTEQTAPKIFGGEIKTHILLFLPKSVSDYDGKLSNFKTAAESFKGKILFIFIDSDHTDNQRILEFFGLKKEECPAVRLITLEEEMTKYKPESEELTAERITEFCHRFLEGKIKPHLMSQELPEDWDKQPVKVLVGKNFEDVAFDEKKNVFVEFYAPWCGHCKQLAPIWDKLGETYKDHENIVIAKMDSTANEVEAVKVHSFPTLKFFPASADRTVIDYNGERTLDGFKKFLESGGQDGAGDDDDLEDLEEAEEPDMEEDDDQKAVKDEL
MC4R ag barr: activates human MC4R beta-arrestin recruitment. 360,000 tested, 0.98% active. U2OS MC4R beta-arrestin complementation, luminescence; percent of melanotan II response, DMSO zero. activation, % at 8.9 µM;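 active means activation above a per-plate cutoff, the mean activation of sample wells on that plate plus 3 SD, cut at about 8% in these data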
Target sequence (P32245 whole entry, looked up): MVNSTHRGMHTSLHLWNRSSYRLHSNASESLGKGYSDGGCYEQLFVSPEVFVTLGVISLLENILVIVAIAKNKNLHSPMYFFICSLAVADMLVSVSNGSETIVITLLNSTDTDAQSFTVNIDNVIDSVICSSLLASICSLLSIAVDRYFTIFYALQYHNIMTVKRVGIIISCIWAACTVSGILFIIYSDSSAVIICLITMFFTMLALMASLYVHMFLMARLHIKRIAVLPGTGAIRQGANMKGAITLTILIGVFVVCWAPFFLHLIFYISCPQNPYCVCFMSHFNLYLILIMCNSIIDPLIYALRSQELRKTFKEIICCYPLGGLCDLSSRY
MC4R antagonist: antagonists of human melanocortin 4 receptor (MC4R); 360,000 tested, 0.48% active; MC4R-expressing cells, MTII-stimulated cAMP, LANCE TR-FRET; P32245; inhibition, % at 6.5 µM; AID 540295;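 active means inhibition above its plate's cutoff, the mean of tested wells on that plate plus 3 SD, cut at about 29% in these data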;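 further: 0% = Melanotan II alone and 100% = Melanotan II plus saturating MCL0020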
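Material: U2OS-MC4R stable cell line | Reagent: Melanotan II challenge after compound preincubation | Doses: One concentration, 6.5 µM nominal | Incubation: 30-min compound preincubation, 1-h Melanotan II challenge, 1-h detection, room temperature | Signal: TR-FRET cAMP assay | Replicates: One well per compound, no replicates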
aDG glyco act: alpha-DG glycosylation activation | Pro5-aDG cells, alpha-DG glycosylation AlphaScreen (IIH6); 0% Pro5, 100% B10-LARGE cell signal | activation, % at 10 µM | 360,000 tested, 0.22% active | AID 624168;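 active means activation of at least 8% versus controls, or a plate z-score of at least 8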;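 further: Pro5 are CHO cells carrying HIG-tagged alpha-DG that lacks glycosylation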
Vif inh: blocks HIV Vif function; HEK293T cells, Vif self-association by quenched fluorescence, imaging, 24 h; inhibition, % at 7.49 µM; 340,000 tested, 0.35% active; in the data active means inhibition above about 50%, passing the limit was not always enough; inconclusive means no clear call, values can overlap the other calls; inactive means below about 31%; further: some results filed as inactive read as strong as hits
Active calls of the source: *. Not a hit list. About 3.6% of those tested had a hit in this group.

How did Cc1ccc(C2C3C(=O)N(c4ccccc4)C(=O)C3N3CCCN23)cc1 (configuration not stated) do in these assays?
m5-HT2A agonist: 11; N-glyco inh: -1; CaV13 ICDI inh: -5; H9c2 protect: 1; ABCB6 inh MLPCN: 95; PDI inh: -1; MC4R ag barr: -1.3; MC4R antagonist: 5; aDG glyco act: 0.0; Vif inh: 2

How did Cc1cc(C)cc(N(CC(=O)N2CCc3ccccc32)S(=O)(=O)c2c(C)noc2C)c1 do in these assays?
m5-HT2A agonist: 0; N-glyco inh: 0; CaV13 ICDI inh: -3; H9c2 protect: -1; ABCB6 inh MLPCN: 100; PDI inh: 1; MC4R ag barr: -0.1; MC4R antagonist: 7; aDG glyco act: 0.7; Vif inh: 1

Results for CC(Sc1nccn1C)C(=O)Nc1ccc(Cl)cn1 (configuration not stated) ?
m5-HT2A agonist: -6; N-glyco inh: 4; CaV13 ICDI inh: -5; H9c2 protect: 3; ABCB6 inh MLPCN: 98; PDI inh: 10; MC4R ag barr: -0.7; MC4R antagonist: 6; aDG glyco act: -0.2; Vif inh: 1

How did COc1ccc(NC(=O)CNC(c2ccccc2)c2ccccc2)cc1 do in these assays?
m5-HT2A agonist: 0; N-glyco inh: -1; CaV13 ICDI inh: -3; H9c2 protect: 0; ABCB6 inh MLPCN: 98; PDI inh: -1; MC4R ag barr: -1.6; MC4R antagonist: 19; aDG glyco act: 0.2; Vif inh: -9

What do the screens show for `CC(C)OC(=O)c1sc2nc(-c3ccccc3)ccc2c1N`?
m5-HT2A agonist: -2; N-glyco inh: -19; CaV13 ICDI inh: 11; H9c2 protect: -13; ABCB6 inh MLPCN: 90; PDI inh: -1; MC4R ag barr: 9.5*; MC4R antagonist: 7; aDG glyco act: 1.1; Vif inh: inconclusive

How did CCOC(=O)C1CCCN(C(=O)CN(c2ccc(OC)cc2)S(=O)(=O)c2c(C)noc2C)C1 (configuration not stated) do in these assays?
m5-HT2A agonist: 10; N-glyco inh: -1; CaV13 ICDI inh: -3; H9c2 protect: 3; ABCB6 inh MLPCN: 102; PDI inh: -1; MC4R ag barr: -1.1; MC4R antagonist: 8; aDG glyco act: -0.1; Vif inh: 8

What do the screens show for `Cc1cc(C(=O)NNC(=O)c2cccs2)nn1C(C)(C)C`?
m5-HT2A agonist: 3; N-glyco inh: 2; H9c2 protect: 0; ABCB6 inh MLPCN: 102; PDI inh: -1; MC4R ag barr: 0.5; MC4R antagonist: 3; aDG glyco act: 0.0; Vif inh: -34

What do the screens show for `Cc1ccc2cc(CN(C(=O)c3cccs3)c3ccccc3)c(=O)[nH]c2c1`?
m5-HT2A agonist: 5; N-glyco inh: -4; CaV13 ICDI inh: -7; H9c2 protect: -2; ABCB6 inh MLPCN: 96; PDI inh: -60; MC4R ag barr: 1.3; MC4R antagonist: -3; aDG glyco act: 0.2; Vif inh: -2

Results for CCN(CC)C(=O)Oc1cc(COC)nc(-c2ccccc2)n1 ?
m5-HT2A agonist: -1; N-glyco inh: -1; CaV13 ICDI inh: -20; H9c2 protect: 5; ABCB6 inh MLPCN: 99; PDI inh: -13; MC4R ag barr: -1.2; MC4R antagonist: 4; aDG glyco act: 0.0; Vif inh: 11

Results for Cc1cc(Nc2ccc(F)cc2F)n2ncnc2n1 ?
m5-HT2A agonist: -2; N-glyco inh: 2; CaV13 ICDI inh: -2; H9c2 protect: 0; ABCB6 inh MLPCN: 100; MC4R ag barr: 0.1; MC4R antagonist: 7; aDG glyco act: 0.0; Vif inh: 14

Results for COc1cc(C(=O)NCCNC(=O)c2cnccn2)cc(OC)c1OC ?
m5-HT2A agonist: -1; N-glyco inh: 1; CaV13 ICDI inh: -8; H9c2 protect: -3; ABCB6 inh MLPCN: 93; PDI inh: 10; MC4R ag barr: -1.7; MC4R antagonist: 3; aDG glyco act: 0.1; Vif inh: 23

What do the screens show for `COc1ccc(NC(=O)C2(C)Cc3c(-c4cccc(C(F)(F)F)c4)ccnc3O2)cc1OC` (configuration not stated)?
m5-HT2A agonist: -1; N-glyco inh: 0; CaV13 ICDI inh: -5; H9c2 protect: 5; ABCB6 inh MLPCN: 98; PDI inh: -4; MC4R ag barr: 0.3; MC4R antagonist: 6; aDG glyco act: 0.6; Vif inh: -6

What do the screens show for `Cc1nn(-c2ccccc2)c(Cl)c1C(=O)Nc1ccccc1`?
m5-HT2A agonist: 5; N-glyco inh: -3; CaV13 ICDI inh: -5; H9c2 protect: 10; ABCB6 inh MLPCN: 95; PDI inh: 0; MC4R ag barr: -1.0; MC4R antagonist: -3; aDG glyco act: -0.2; Vif inh: 1

How did Cc1ccc(CS(=O)Cc2ccc(C(=O)N3CCN(c4cccc(C)c4C)CC3)o2)cc1 (configuration not stated) do in these assays?
m5-HT2A agonist: -4; N-glyco inh: -1; CaV13 ICDI inh: -4; H9c2 protect: -1; ABCB6 inh MLPCN: 96; PDI inh: -4; MC4R ag barr: -0.2; MC4R antagonist: -1; aDG glyco act: 0.3; Vif inh: -6

Results for O=C(COc1ccc2ccccc2c1)NNC(=O)Cc1ccccc1 ?
m5-HT2A agonist: 0; N-glyco inh: 1; CaV13 ICDI inh: -5; H9c2 protect: 11; ABCB6 inh MLPCN: 101; PDI inh: 1; MC4R ag barr: -1.0; MC4R antagonist: 11; aDG glyco act: -0.1; Vif inh: 0

What do the screens show for `COc1ccc(Cl)cc1NC(=O)COC(=O)CCCN1C(=O)c2ccccc2C1=O`?
m5-HT2A agonist: 0; N-glyco inh: 0; CaV13 ICDI inh: -16; H9c2 protect: -2; ABCB6 inh MLPCN: 94; PDI inh: -1; MC4R ag barr: 0.8; MC4R antagonist: 6; aDG glyco act: 0.0; Vif inh: 6

Results for CCc1noc(C)c1C(=O)NNC(=O)c1ccc(Br)cc1 ?
m5-HT2A agonist: 6; N-glyco inh: 0; CaV13 ICDI inh: -5; H9c2 protect: -2; ABCB6 inh MLPCN: 102; PDI inh: 3; MC4R ag barr: -3.0; MC4R antagonist: -1; aDG glyco act: 2.0; Vif inh: 10

What do the screens show for `Cc1ccc(N(CC(O)CN2CCOCC2)S(=O)(=O)c2ccc([N+](=O)[O-])cc2)cc1` (configuration not stated)?
m5-HT2A agonist: -8; N-glyco inh: -3; CaV13 ICDI inh: -7; H9c2 protect: -2; ABCB6 inh MLPCN: 95; PDI inh: 4; MC4R ag barr: 0.7; MC4R antagonist: 5; aDG glyco act: 0.0; Vif inh: 0

What do the screens show for `COc1ccc(CNCC(O)(c2ccccc2)c2ccccc2)cc1OC`?
m5-HT2A agonist: -3; N-glyco inh: 0; CaV13 ICDI inh: 1; H9c2 protect: -15; ABCB6 inh MLPCN: 92; PDI inh: -6; MC4R ag barr: -0.5; MC4R antagonist: 9; aDG glyco act: 4.6; Vif inh: -2

What do the screens show for `COc1ccc(N2CCN(C(=O)c3ccncc3)CC2)cc1`?
m5-HT2A agonist: -1; N-glyco inh: 0; CaV13 ICDI inh: -6; H9c2 protect: 7; ABCB6 inh MLPCN: 99; PDI inh: -3; MC4R ag barr: -1.5; MC4R antagonist: 15; aDG glyco act: -0.1; Vif inh: -18

Results for O=c1n(-c2ccccc2)c(=O)n2n1CCCC2 ?
m5-HT2A agonist: 2; N-glyco inh: 1; CaV13 ICDI inh: -6; H9c2 protect: 7; ABCB6 inh MLPCN: 99; PDI inh: -4; MC4R ag barr: -2.1; MC4R antagonist: 0; aDG glyco act: -0.2; Vif inh: -9

How did C=CCn1cc(C(=O)NCc2cccnc2)c(=O)c2cc(S(=O)(=O)N(CC)CC)ccc21 do in these assays?
m5-HT2A agonist: 6; N-glyco inh: 1; CaV13 ICDI inh: 4; H9c2 protect: -3; ABCB6 inh MLPCN: 103; MC4R ag barr: -0.3; MC4R antagonist: -3; aDG glyco act: 0.0; Vif inh: 14

What do the screens show for `O=C(CSc1nnc(CNC(=O)c2ccco2)o1)Nc1cccc(F)c1`?
m5-HT2A agonist: 0; N-glyco inh: 2; CaV13 ICDI inh: -4; H9c2 protect: -4; ABCB6 inh MLPCN: 91; PDI inh: -4; MC4R ag barr: -3.0; MC4R antagonist: 2; aDG glyco act: -0.1; Vif inh: -7

What do the screens show for `Cc1ccc(C(C)(C)NC(=O)C2CCC(=O)N(CCCN3CCOCC3)C2)cc1` (configuration not stated)?
m5-HT2A agonist: 4; N-glyco inh: 2; CaV13 ICDI inh: -2; H9c2 protect: 3; ABCB6 inh MLPCN: 101; PDI inh: 2; MC4R ag barr: -1.3; MC4R antagonist: 8; aDG glyco act: 0.0; Vif inh: -6

What do the screens show for `Cn1c(N)c(C(=O)COC(=O)c2cc(C3CC3)nc3ccccc23)c(=O)n(C)c1=O`?
m5-HT2A agonist: 0; N-glyco inh: 5; CaV13 ICDI inh: -11; H9c2 protect: 48; ABCB6 inh MLPCN: 99; PDI inh: -2; MC4R ag barr: -1.2; MC4R antagonist: -19; aDG glyco act: -0.1; Vif inh: -8

Results for CC(C)(C)OC(=O)N1CCC(CC2CC(c3cccc(Br)c3)=NO2)(C(=O)O)CC1 (configuration not stated) ?
m5-HT2A agonist: -4; N-glyco inh: 6; CaV13 ICDI inh: -9; H9c2 protect: 6; ABCB6 inh MLPCN: 102; PDI inh: -3; MC4R ag barr: -3.3; MC4R antagonist: 3; aDG glyco act: -0.1; Vif inh: 3

How did CC(=O)Nc1ccc2c(c1)C(=O)c1cccc(C(=O)O)c1-2 do in these assays?
m5-HT2A agonist: -4; N-glyco inh: 3; CaV13 ICDI inh: -6; H9c2 protect: 3; ABCB6 inh MLPCN: 98; PDI inh: -1; MC4R ag barr: -2.3; MC4R antagonist: -24; aDG glyco act: -0.1; Vif inh: 6

How did CN(CC(=O)NC1CCCc2ccccc21)C1CCCCC1 (configuration not stated) do in these assays?
m5-HT2A agonist: 2; N-glyco inh: -2; CaV13 ICDI inh: -5; H9c2 protect: -2; ABCB6 inh MLPCN: 94; PDI inh: -5; MC4R ag barr: 1.1; MC4R antagonist: 18; aDG glyco act: 0.2; Vif inh: -4

How did Cc1ccc(S(=O)(=O)N2CCCc3cc(NC(=O)c4c(F)cccc4F)ccc32)cc1 do in these assays?
m5-HT2A agonist: 0; N-glyco inh: -2; CaV13 ICDI inh: -12; H9c2 protect: -6; ABCB6 inh MLPCN: 93; PDI inh: 6; MC4R ag barr: 0.5; MC4R antagonist: 6; aDG glyco act: 0.1; Vif inh: -2

What do the screens show for `Cc1ccc(S(=O)(=O)N2CCN(S(C)(=O)=O)C2c2ccccc2)cc1` (configuration not stated)?
m5-HT2A agonist: -3; N-glyco inh: 0; CaV13 ICDI inh: 1; H9c2 protect: 1; ABCB6 inh MLPCN: 93; PDI inh: -6; MC4R ag barr: -1.1; MC4R antagonist: 2; aDG glyco act: 0.1; Vif inh: 7

Results for Cc1c2cnn(-c3ccccc3)c(=O)c2c(C)n1CCCC(=O)N1CCN(c2ncccn2)CC1 ?
m5-HT2A agonist: 1; N-glyco inh: -2; H9c2 protect: 3; ABCB6 inh MLPCN: 102; PDI inh: 2; MC4R ag barr: -1.6; MC4R antagonist: -1; aDG glyco act: 0.1; Vif inh: -13
